High-throughput results: PubChem BioAssay, several laboratories
CRFBP-R2 block: blocks CRF-induced signaling of the CRF-BP/CRF-R2 complex; HEK293 CRF-R2/CRF-BP, CRF-induced calcium fluorescence; AID 588475; 350,000 tested, 0.59% active; inhibition, % at 11.8 µM;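 active = inhibition of the ligand-induced calcium signal above about 50% at the single tested concentration, limit read from the data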
CRFR2-BP ag: CRF-BP/CRF-R2 complex agonism | HEK293 CRF-R2/CRF-BP, calcium dye fluorescence (FLIPR); percent of saturating CRF peptide response | activation, % at 13.2 µM | 350,000 tested, 0.46% active | AID 588473;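 active = activation of at least 50%, plus an integration ratio under a set limit after plate pattern correction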;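 note: plate controls were neutral control wells without compound for no effect and CRF at EC100 for full effect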
CHRM5 PAM: potentiates acetylcholine response at human M5 receptor | P08912 | AID 624038 | 360,000 tested, 0.3% active | activation, % at 3 µM | CHO-K1 hM5, Fluo-8 calcium, ACh EC20 PAM; 0% = ACh EC20, 100% = ACh EC100;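 active = activation above the run cutoff, the mean activation of all test compounds plus 3 SD, cut at about 18% in these data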
Target sequence (P08912 whole entry, looked up): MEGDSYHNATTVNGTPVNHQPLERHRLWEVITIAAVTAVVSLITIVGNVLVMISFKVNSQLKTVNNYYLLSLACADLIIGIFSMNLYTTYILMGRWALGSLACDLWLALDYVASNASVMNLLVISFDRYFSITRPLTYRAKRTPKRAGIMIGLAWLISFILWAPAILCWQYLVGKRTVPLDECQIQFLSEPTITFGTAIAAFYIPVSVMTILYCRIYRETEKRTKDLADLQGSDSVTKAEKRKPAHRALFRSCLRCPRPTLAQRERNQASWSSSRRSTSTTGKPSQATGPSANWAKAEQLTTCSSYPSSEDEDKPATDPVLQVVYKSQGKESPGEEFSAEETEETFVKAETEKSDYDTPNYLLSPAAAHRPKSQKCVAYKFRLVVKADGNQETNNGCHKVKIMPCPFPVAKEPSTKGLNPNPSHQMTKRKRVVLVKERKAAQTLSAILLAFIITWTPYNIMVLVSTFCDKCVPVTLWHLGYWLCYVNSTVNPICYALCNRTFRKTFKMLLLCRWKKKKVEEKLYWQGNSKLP
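Test system: CHO-K1 hM5 cells / Doses: single-point, 3 µM nominal / Times: Post-acetylcholine fluorescence recording 140 s / Technique: Fluo-8 calcium fluorescence / Measure: Max/basal fluorescence ratio as % of EC20–EC100 ACh window / Benchmarks: low control EC20 acetylcholine (0%), high control EC100 acetylcholine (100%) / Replicates: one well per compound, no replicates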
CHRM4 agonist: agonists of human muscarinic M4 receptor (CHRM4); P08173; CHO-K1 hM4/Gqi5, Fluo-8 calcium fluorescence; vehicle 0%, full acetylcholine response 100%; activation, % at 3 µM; 360,000 tested, 0.14% active;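 active = activation above the run mean over all test wells plus 3 SD, cut at about 32% in these data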;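 note: peak over basal fluorescence ratio per well then scaled between controls; 0% = DMSO wells and 100% = acetylcholine at EC100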
M4 PAM: potentiates acetylcholine response at human M4 receptor | P08173 | AID 624126 | 360,000 tested, 0.4% active | activation, % at 3 µM | CHO-K1 hM4/Gqi5, Fluo-8 calcium fluorescence, ACh EC20; 0% = ACh EC20, 100% = maximal ACh;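 active = activation above its plate's cutoff, the mean activation of sample wells plus 3 SD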; note: some results filed as inactive read as strong as hits
M5 antag: CHRM5 antagonism in calcium assay; inhibition, % at 3 µM; 360,000 tested, 0.59% active; CHO-hM5 cells, Fluo-8 calcium fluorescence, ACh EC80;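 active = inhibition above a per-plate cutoff, the mean of that plate's test compounds plus 3 SD, cut at about 27% in these data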;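 note: 0% = acetylcholine EC80 with DMSO and 100% = DMSO without agonist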
CHRM4 antagonist: CHRM4 antagonism in calcium assay; P08173; CHO-hM4 cells, ACh EC80, Fluo-8 calcium fluorescence; inhibition, % at 3 µM; 360,000 tested, 0.73% active;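 active = inhibition above its plate's cutoff, the mean inhibition of sample wells plus 3 SD, cut at about 27% in these data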;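 note: 0% = acetylcholine EC80 with DMSO and 100% = DMSO without agonist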
CHRM5 agonist: agonists of human muscarinic M5 receptor (CHRM5); CHO-K1 hM5 cells, Fluo-8 calcium fluorescence; 0% DMSO wells, 100% maximal acetylcholine response; activation, % at 3 µM; 360,000 tested, 0.19% active;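 active = activation above the run's mean over test compounds plus 3 SD, cut at about 23% in these data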;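 note: signal is peak over basal fluorescence ratio across the kinetic read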
CHRM1 PAM: potentiates human M1 receptor response to acetylcholine | P11229 | CHO-K1 hM1, Fluo-8 calcium fluorescence, ACh EC20; 0% = ACh EC20, 100% = maximal ACh | activation, % at 3 µM | 360,000 tested, 0.088% active; in the data active = activation above about 19%, passing the limit was not always enough
Target sequence (P11229 whole entry, looked up): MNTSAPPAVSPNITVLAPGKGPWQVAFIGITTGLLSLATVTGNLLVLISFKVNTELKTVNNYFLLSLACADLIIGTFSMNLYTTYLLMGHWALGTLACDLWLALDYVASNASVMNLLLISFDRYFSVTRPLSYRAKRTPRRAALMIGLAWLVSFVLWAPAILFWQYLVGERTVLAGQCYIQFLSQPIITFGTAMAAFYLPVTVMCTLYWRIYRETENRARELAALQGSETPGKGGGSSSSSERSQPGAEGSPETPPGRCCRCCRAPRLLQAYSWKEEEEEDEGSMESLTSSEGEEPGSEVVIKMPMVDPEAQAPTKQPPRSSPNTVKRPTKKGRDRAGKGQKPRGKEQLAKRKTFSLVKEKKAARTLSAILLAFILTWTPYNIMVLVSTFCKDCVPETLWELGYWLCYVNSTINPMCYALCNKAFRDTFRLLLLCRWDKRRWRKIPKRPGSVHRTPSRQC
Numbers without * were called inactive; . = no result given. No enrichment for hits; 2.6% or so of the library scored in one or more.

| cpd | SMILES | CRFBP-R2 block | CRFR2-BP ag | CHRM5 PAM | CHRM4 agonist | M4 PAM | M5 antag | CHRM4 antagonist | CHRM5 agonist | CHRM1 PAM |
| --- | --- | --- | --- | --- | --- | --- | --- | --- | --- | --- |
| 1 | COC(=O)c1cnc2c(C(F)(F)F)cccc2c1OC | -5 | -0.6 | 5 | 1 | 14 | -12 | 0 | -2 | 2 |
| 2 | COc1ccc(CC(=O)N(C)Cc2ccc(C(C)(C)C)cc2)cc1S(=O)(=O)N1CCOCC1 | -4 | -1.2 | -14 | 20 | -10 | 19 | 2 | 0 | -7 |
| 3 | CCCCOc1ccc(N(CC(=O)NCc2ccccc2)C(=O)c2csnn2)cc1 | -4 | -1.1 | -1 | 5 | -1 | 8 | -9 | -2 | 9 |
| 4 | O=C1CC(N(CCc2ccccc2)C(=S)Nc2ccccc2)C(=O)N1c1ccc(F)cc1 (stereo not drawn) | 3 | 1.7 | 8 | 2 | 1 | 2 | -5 | 1 | 13 |
| 5 | Cn1c(Oc2cccnc2CN2CCCC2)nc2cc(-c3cccc(C(F)(F)F)c3)sc2c1=O | . | . | -4 | 2 | 3 | 4 | -5 | -1 | -2 |
| 6 | Cc1ccc(C(=O)NCCc2nnc3ccc(SCC(=O)Nc4nnc(C)s4)nn23)cc1 | 14 | -1.3 | -1 | -1 | 4 | 1 | 6 | -1 | 14 |
| 7 | COC(=O)c1cc(OC)c(OC)c(OC)c1[N+](=O)[O-] | -17 | -0.8 | -5 | -1 | 10 | 5 | 2 | -2 | 17 |
| 8 | O=C1CC(N2CCSCC2)C(=O)N1c1cccc(Cl)c1 (stereo not drawn) | -36 | 1.1 | -4 | 1 | -2 | 5 | 1 | 4 | -6 |
| 9 | Cc1cc2c(cc1S(=O)(=O)Nc1c(C)cccc1C)n(C)c(=O)c(=O)n2C | 21 | -0.9 | 5 | 2 | 6 | -2 | -10 | 1 | 0 |
| 10 | CCCCOc1ccc(S(=O)(=O)NC(=O)NCc2ccc(OCCC)cc2)cc1 | 10 | -1.4 | -7 | 1 | 4 | 0 | -7 | 0 | 4 |
| 11 | O=C(CSc1nnc(-c2ccco2)o1)NCCc1ccccc1 | 10 | -0.2 | -6 | 1 | 7 | 5 | -8 | -1 | 1 |
| 12 | NC(=O)CC(NC(=O)Cc1ccc(Br)cc1)c1ccc(NCCc2cccc(F)c2)c([N+](=O)[O-])c1 (stereo not drawn) | 1 | 0.3 | 2 | 0 | 4 | 6 | 2 | 1 | -1 |
| 13 | COc1ccc(S(=O)(=O)N2CCOCC2)cc1NC(=O)COc1ccc2c(C)cc(=O)oc2c1 | 2 | 0.2 | -2 | 1 | -2 | 11 | 1 | 0 | 4 |
| 14 | Cc1ccc2nc(NC(=O)c3ccc4ncsc4c3)sc2c1 | -12 | -0.3 | -1 | 11 | -2 | -6 | -7 | 10 | 4 |
| 15 | CCOc1ccc(S(=O)(=O)NCc2ccco2)cc1 | -11 | -0.2 | -4 | 0 | 2 | 0 | 7 | -1 | -4 |
| 16 | Cc1ccc(O)c(N=Cc2cccs2)c1 | -18 | -0.7 | 2 | 1 | 10 | 2 | 1 | -2 | -5 |
| 17 | Cc1cc(C)n2c3c(c(C#N)c2n1)CC(C)(C)OC3 | -22 | 0.4 | -2 | 1 | 5 | -5 | -1 | 2 | 7 |
| 18 | CCCCn1c(N)c(N(CC(C)C)C(=O)CN2C(=O)NC3(CC(C)CC(C)(C)C3)C2=O)c(=O)[nH]c1=O (stereo not drawn) | -6 | 0.8 | -1 | 0 | -5 | 2 | 0 | 3 | -4 |
| 19 | COc1ccc(OC)c(CNC(=O)c2[nH]c(C(F)(F)F)nc2-c2ccccc2)c1 | . | . | 0 | 2 | 3 | -1 | -11 | 6 | 3 |
| 20 | COc1cc2ccccc2cc1C(=O)NC1CCCCC1 | 10 | -0.1 | 7 | 1 | 0 | 1 | -9 | -8 | 6 |

Sorted by SMILES length (largest number first): 9 of the compounds above
| cpd | SMILES | CRFBP-R2 block | CRFR2-BP ag | CHRM5 PAM | CHRM4 agonist | M4 PAM | M5 antag | CHRM4 antagonist | CHRM5 agonist | CHRM1 PAM |
| --- | --- | --- | --- | --- | --- | --- | --- | --- | --- | --- |
| 13 | COc1ccc(S(=O)(=O)N2CCOCC2)cc1NC(=O)COc1ccc2c(C)cc(=O)oc2c1 | 2 | 0.2 | -2 | 1 | -2 | 11 | 1 | 0 | 4 |
| 5 | Cn1c(Oc2cccnc2CN2CCCC2)nc2cc(-c3cccc(C(F)(F)F)c3)sc2c1=O | . | . | -4 | 2 | 3 | 4 | -5 | -1 | -2 |
| 9 | Cc1cc2c(cc1S(=O)(=O)Nc1c(C)cccc1C)n(C)c(=O)c(=O)n2C | 21 | -0.9 | 5 | 2 | 6 | -2 | -10 | 1 | 0 |
| 3 | CCCCOc1ccc(N(CC(=O)NCc2ccccc2)C(=O)c2csnn2)cc1 | -4 | -1.1 | -1 | 5 | -1 | 8 | -9 | -2 | 9 |
| 7 | COC(=O)c1cc(OC)c(OC)c(OC)c1[N+](=O)[O-] | -17 | -0.8 | -5 | -1 | 10 | 5 | 2 | -2 | 17 |
| 17 | Cc1cc(C)n2c3c(c(C#N)c2n1)CC(C)(C)OC3 | -22 | 0.4 | -2 | 1 | 5 | -5 | -1 | 2 | 7 |
| 8 | O=C1CC(N2CCSCC2)C(=O)N1c1cccc(Cl)c1 (stereo not drawn) | -36 | 1.1 | -4 | 1 | -2 | 5 | 1 | 4 | -6 |
| 15 | CCOc1ccc(S(=O)(=O)NCc2ccco2)cc1 | -11 | -0.2 | -4 | 0 | 2 | 0 | 7 | -1 | -4 |
| 16 | Cc1ccc(O)c(N=Cc2cccs2)c1 | -18 | -0.7 | 2 | 1 | 10 | 2 | 1 | -2 | -5 |

(listing goes on)
| cpd | SMILES | CRFBP-R2 block | CRFR2-BP ag | CHRM5 PAM | CHRM4 agonist | M4 PAM | M5 antag | CHRM4 antagonist | CHRM5 agonist | CHRM1 PAM |
| --- | --- | --- | --- | --- | --- | --- | --- | --- | --- | --- |
| 21 | NC(=O)c1cccn1Cc1cccc(Cl)c1 | -31 | 2.1 | 8 | 2 | 7 | 2 | -6 | 3 | 4 |
| 22 | CN1CCC(NC(=O)c2cc(-c3cccc(Br)c3)nc3ccccc23)CC1 | -10 | -0.7 | -4 | 6 | 8 | 5 | 8 | -2 | 11 |
| 23 | CCOC(=O)C1CCCN(C(=O)CC(C)c2ccccc2)C1 (stereo not drawn) | 0 | -1.6 | 0 | 1 | -5 | -3 | -2 | 0 | 2 |
| 24 | CCOC(=O)c1cnc2c(-c3ccccc3)cnn2c1N | 11 | -3.2 | -14 | 0 | 2 | 3 | -2 | -8 | 11 |
| 25 | Cc1nc(Sc2cccn2C)c(C(F)(F)F)c(=O)[nH]1 | 1 | -0.9 | -9 | 2 | -3 | 13 | 10 | -4 | -4 |
| 26 | C=CCc1cc(C=O)cc(OC)c1OCc1c(Cl)cccc1Cl | -7 | -0.4 | 2 | 0 | -1 | -3 | 5 | -5 | -1 |
| 27 | CCCN1C(=O)/C(=C/c2ccc(C)s2)NC1=S | -10 | 3.0 | -10 | 2 | -1 | 9 | -5 | -9 | -2 |
| 28 | COc1cc(OC)c(OC)cc1/C=N/NC(=O)c1ccc2nc[nH]c2c1 | 1 | 1.3 | -7 | 5 | -19 | 4 | -7 | 0 | -5 |
| 29 | CCC(c1nnnn1Cc1ccc(F)cc1)N(CCCO)Cc1cc2cc3c(cc2[nH]c1=O)OCO3 (stereo not drawn) | 2 | -1.4 | -1 | 1 | 0 | -4 | -2 | -5 | -4 |
| 30 | C#CCNC(=O)C1=C[C@@H](c2ccc3c(c2)OCO3)C[C@@H](OCCCCO)O1 | 8 | -0.6 | -5 | 1 | 0 | 17 | -7 | 1 | 8 |
| 31 | CNc1nc2c(-c3ccc(Cl)cc3)nnn2c2ccccc12 | -14 | -0.8 | 6 | 2 | 0 | 14 | -2 | -1 | 1 |
| 32 | Cc1cc(N2C(=O)CC(N3CCN(c4ccc(C(=O)c5cccs5)cc4)CC3)C2=O)no1 (stereo not drawn) | -7 | 3.5 | 7 | 2 | 2 | 4 | 1 | 0 | 6 |
| 33 | COc1ccccc1CNC(=O)c1cc(C2CC2)nc2c1cnn2C(C)C | 14 | -1.0 | -7 | 3 | 1 | 21 | -4 | -9 | -2 |
| 34 | CCCCn1c(N)c(N(CC)C(=O)c2ccccc2F)c(=O)[nH]c1=O | 4 | -1.1 | 0 | 1 | 8 | 2 | -10 | -3 | 8 |
| 35 | Cc1ccc(S(=O)(=O)NCCc2nc3ccccc3[nH]2)cc1 | -12 | 2.0 | 0 | 1 | -1 | 6 | 6 | -2 | 10 |
| 36 | COc1ccc(CCNC(=O)[C@H](C)NC(=O)N2CCn3c2nc2ccccc23)cc1OC | -9 | -0.6 | 1 | -1 | 0 | 0 | -5 | 1 | 5 |
| 37 | COc1ccccc1C1SCCN1C(=O)c1ccc([N+](=O)[O-])cc1 (stereo not drawn) | 8 | -1.1 | -21 | 1 | -17 | 25 | 57* | -10 | -26 |
| 38 | NC(=O)c1ccsc1NC(=O)COC(=O)CNC(=O)c1ccc(F)cc1 | -8 | -0.7 | 1 | 7 | -7 | 13 | 12 | 5 | 0 |
| 39 | O=C(c1ccoc1)N1CCN(c2cc(-c3cccnc3)nc3cc(-c4cccc(Cl)c4)nn23)CC1 | 15 | 4.2 | 5 | 0 | 1 | -5 | 8 | 0 | 2 |
| 40 | CC(C)C(=O)NC(c1ccco1)c1ccc2cccnc2c1O (stereo not drawn) | 4 | -1.6 | -2 | 0 | 4 | 1 | 3 | -6 | 0 |
| 41 | COc1ccc(C2C3=C(CC(C)(C)CC3=O)Nc3c2c(=O)[nH]c(=O)n3Cc2ccccc2)cc1OC (stereo not drawn) | -24 | 30 | 0 | 0 | -1 | 3 | 8 | 0 | -7 |
| 42 | COc1ccc(N2CCN(C(=O)Cc3nn(C)c(=O)c4ccccc34)CC2)cc1 | -11 | 0.3 | -10 | 5 | -5 | 5 | -1 | 3 | 5 |
| 43 | COc1cc(CNC(=O)c2ccc(Cn3nc(C)c(Cl)c3C)o2)cc(OC)c1 | 18 | -1.3 | -9 | 7 | -7 | 5 | 8 | 1 | 2 |
| 44 | Cc1ccc(C(=O)N/C(=C/c2ccco2)C(=O)N2CCOCC2)cc1 | -1 | -1.5 | 0 | 3 | -6 | 17 | 11 | 1 | 19 |
| 45 | Cc1ccc(-n2c(SCC(=O)NCc3ccco3)nc3c([nH]c4ccccc43)c2=O)cc1 | -5 | -0.2 | -7 | 10 | -3 | 2 | -11 | 0 | 5 |
| 46 | NC(Cc1ccc(C(F)(F)F)cc1)c1csc(Nc2ccc(C(=O)NCc3ccco3)cn2)n1 (stereo not drawn) | . | . | 8 | 2 | 4 | -5 | -12 | 1 | 12 |
| 47 | O=C(c1c(F)cccc1F)N1CCCC(c2nc(-c3cccs3)no2)C1 (stereo not drawn) | 16 | -0.4 | 3 | 3 | -3 | -2 | 4 | 1 | 5 |
| 48 | Cn1c(=O)c2cc(NC(=O)CCc3ccccc3)ccc2n1-c1ccccc1F | . | . | 1 | 4 | 4 | 12 | -9 | 3 | 4 |
| 49 | CS(=O)(=O)c1ccc(C(=O)OCC(=O)NC23CC4CC(CC(C4)C2)C3)cc1[N+](=O)[O-] | -2 | 0.4 | -3 | 1 | -3 | 3 | 12 | -2 | -13 |
| 50 | O=C(N/N=C\c1ccc[nH]1)C1COc2ccccc2O1 (stereo not drawn) | 14 | -2.7 | -5 | 1 | -10 | 10 | 2 | -3 | -2 |
